PfHsp90 set2 – growth inhibition of yeast expressing Plasmodium Hsp90. 0.32% of 310,000 active. AID 504621. inhibition, % at 9.4 µM. S. cerevisiae expressing PfHsp90, BacTiter-Glo ATP, 48 h; yeast lacking PDR1 and PDR3 efflux regulators;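 active = every replicate shows inhibition above about 80%, whatever the replicate mean, limit read from the data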;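 also: 0% = DMSO neutral controls and 100% = 20 µM radicicol positive controls; yeast relying on Plasmodium falciparum Hsp90 in place of its own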
phage Ecoli inh – E. coli growth loss with phage present; growth absorbance; inhibition, % at 11.9 µM; 0.26% of 360,000 active; in the data active = inhibition above about 11%
AddAB inh – less growth of phage-infected E. coli with AddAB. E. coli expressing H. pylori AddAB, absorbance growth. inhibition, % at 11.9 µM. 0.29% of 330,000 active; in the data active = inhibition above about 12%;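 also: 0% = vehicle wells of infected cells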
Rtt109 Vps75 – C. albicans Rtt109 histone acetyltransferase inhibition | Q5AAJ8 | purified Rtt109/Vps75, ThioGlo CoA-SH fluorescence, 4 h | inhibition, % at 34.9 µM | 0.16% of 330,000 active;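 active = inhibition of at least 50% in every replicate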
Target sequence (Q5AAJ8 whole entry, looked up): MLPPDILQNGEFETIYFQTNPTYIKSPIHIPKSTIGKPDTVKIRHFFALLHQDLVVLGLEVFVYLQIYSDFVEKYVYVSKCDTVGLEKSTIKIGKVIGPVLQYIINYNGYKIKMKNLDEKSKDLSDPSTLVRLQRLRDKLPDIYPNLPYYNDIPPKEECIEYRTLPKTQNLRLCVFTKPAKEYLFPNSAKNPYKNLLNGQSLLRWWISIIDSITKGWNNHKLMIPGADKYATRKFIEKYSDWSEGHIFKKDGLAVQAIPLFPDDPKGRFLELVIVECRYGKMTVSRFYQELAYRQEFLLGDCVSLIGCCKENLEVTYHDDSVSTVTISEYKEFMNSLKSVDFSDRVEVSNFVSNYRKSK
Wnt act – activates Wnt/beta-catenin signaling in a reporter cell assay; activator, plate reader; AID 743398; 1.2% of 300,000 active; activation, % at 9.35 µM; in the data active = activation above about 30%, passing the limit was not always enough;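 also: 0% = neutral control wells and 100% = positive control wells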
E coli growth – counter-screen for AddAB inhibitors: E. coli growth inhibition | E. coli V3065 growth, OD600 absorbance, 18 h | 0.27% of 330,000 active | inhibition, % at 11.9 µM;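 active = inhibition above the campaign's mean inhibition across all tested compounds plus 3 SD, cut at about 9.9% in these data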;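 also: uninfected addAB+ strain grown without phage in ampicillin broth; 0% = DMSO wells and 100% = ciprofloxacin 0.95 µg/ml wells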
DAGLB inh – blocks human DAGLB lipase activity | Q8NCG7 | HEK293T DAGLB membrane lysate, EnzChek fluorogenic substrate | inhibition, % at 5.17 µM | 0.059% of 340,000 active | AID 504411; in the data active = inhibition above about 34%;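 also: 0% = enzyme with vehicle and 100% = wells lacking enzyme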
Target sequence (Q8NCG7 whole entry, looked up): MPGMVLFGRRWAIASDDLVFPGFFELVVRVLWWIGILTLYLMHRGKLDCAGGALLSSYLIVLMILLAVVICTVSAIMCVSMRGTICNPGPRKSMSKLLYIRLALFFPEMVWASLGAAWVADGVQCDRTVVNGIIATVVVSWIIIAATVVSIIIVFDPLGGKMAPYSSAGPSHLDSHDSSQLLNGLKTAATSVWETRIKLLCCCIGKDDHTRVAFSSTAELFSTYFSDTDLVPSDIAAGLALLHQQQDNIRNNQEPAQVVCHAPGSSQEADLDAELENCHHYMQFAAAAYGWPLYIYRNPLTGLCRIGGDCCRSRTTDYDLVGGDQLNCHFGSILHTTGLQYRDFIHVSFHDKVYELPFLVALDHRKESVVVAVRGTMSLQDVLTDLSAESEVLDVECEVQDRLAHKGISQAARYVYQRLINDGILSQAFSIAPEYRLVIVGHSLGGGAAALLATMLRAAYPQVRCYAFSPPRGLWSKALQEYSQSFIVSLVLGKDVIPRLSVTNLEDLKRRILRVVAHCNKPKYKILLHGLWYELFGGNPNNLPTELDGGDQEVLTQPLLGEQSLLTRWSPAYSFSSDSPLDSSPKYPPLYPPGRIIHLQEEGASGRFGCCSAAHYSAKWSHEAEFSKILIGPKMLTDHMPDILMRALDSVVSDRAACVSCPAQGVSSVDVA
Tat export inh – E. coli Tat transport inhibition; E. coli MC4100 TorA-mCherry Tat export, fluorescence; inhibition, % at 10 µM; 0.036% of 340,000 active;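 active = mean replicate inhibition at least 50% and at least half of replicates individually reaching 50%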;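 also: exported cargo escapes ClpAP degradation while cytoplasmic cargo is degraded and loses fluorescence; 0% = median of neutral control wells and 100% = median of NaSCN control wells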
PvdQ inh – blocks Pseudomonas aeruginosa PvdQ acylase activity; inhibition, % at 10 µM; AID 488965; 0.063% of 340,000 active; purified PvdQ acylase, fluorescence plate reader; in the data active = inhibition above about 30%, passing the limit was not always enough;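 also: 0% = vehicle neutral wells and 100% = reference inhibitor wells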
CAL PDZ inh – blocks peptide binding to human CAL PDZ domain | inhibition, % at 20 µM | 0.02% of 330,000 active | purified CAL PDZ, TMR-peptide fluorescence polarization, 1 h | Q9HD26;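 active = highest replicate inhibition of at least 40%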;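 also: plate controls were DMSO neutral control wells for no effect and unlabeled competitor peptide control wells for full effect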
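Test system: tagged CAL PDZ domain / Buffer or medium: sodium phosphate/NaCl buffer pH 7.4 with TCEP, IgG, Thesit / Reagent: TMR-labelled reporter peptide T*-PRC34 bound in PDZ groove / Compound dosing: single point, 20 µM / Schedule: 1 h incubation at room temperature before polarization reading / Technique: fluorescence polarization (mP) / Benchmarks: unlabelled peptide, DMSO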
An asterisk follows results filed as active; . = no result given; & = joins results of further samples.

SMILES	PfHsp90 set2	phage Ecoli inh	AddAB inh	Rtt109 Vps75	Wnt act	E coli growth	DAGLB inh	Tat export inh	PvdQ inh	CAL PDZ inh
CC(Oc1cc(C(F)(F)F)cc(C(F)(F)F)c1)C(=O)NC(N)=O (configuration not stated)	16	3.4	-2.7	9	-4	-2.1	1	0	6	.
O=C(Cn1c(C(F)(F)F)nc2ccccc21)c1ccccc1	22	2.4	0.8	1	-1	-2.5	-2	3	-14	-2.1
CN(c1ncnc(N)c1[N+](=O)[O-])C1CCCCC1	3	-1.6	1.0	-9	-1	-2.3	-1	-1	38*	-2.6
Cc1cc(NN)nc(Cc2ccccc2)n1	32	1.5	-0.7	5	0	0.1	-3	-8	-14	-1.0
Cc1ccc(C2CC(C(F)(F)F)n3nc(C(=O)Nc4c(C)n(C)n(-c5ccccc5)c4=O)cc3N2)cc1 (configuration not stated)	12	5.8	0.3	0	0	0.9	-1	4	-9	.
COc1ccc(NC(=S)NNC(=O)CCn2cc([N+](=O)[O-])cn2)cc1	2	3.3	1.5	8	-10	-1.5	1	-13	2	-1.7
CN(c1ccccc1C(=O)O)S(C)(=O)=O	.	0.9	0.5	2	.	-2.0	-1	-8	-19	0.1
COc1ccc(-c2nc3c(c(=O)[nH]c(=O)n3Cc3ccccc3)n2C)cc1	-8	1.5	1.1	-15	.	1.8	1	-3	1	0.4
CN1CCN(C(=O)CCN2C(=O)c3ccccc3S2(=O)=O)CC1	-3	0.4	-1.0	-5	-1	-1.8	-1	0	4	-0.3
CNS(=O)(=O)c1ccc(NC(=O)C(CCSC)NC(N)=O)cc1 (configuration not stated)	.	2.8	1.6	1	23	0.6	-3	-7	-12	.
COCCSc1nnc(NC(=O)C2CC(=O)N(c3ccc(Cl)cc3)C2)s1 (configuration not stated)	.	-1.1	4.5	16	-2	-1.3	3	-1	-6	0.0
O=C(Cn1c(=O)cnc2ccccc21)N1CCN(S(=O)(=O)c2ccccc2Br)CC1	33	1.3	-0.2	4	1	1.7	4	0	-6	-3.0
c1ccc(CNCCCn2cnc3c(OCc4ccccc4)ncnc32)cc1	23	2.1	.	2	0	.	-5	21	0	-0.9
N#CCCN(Cc1ccccc1)C(=O)c1nccnc1C(=O)O	-8	-1.7	-0.7	-4	-1	1.0	2	-2	-6	0.3
CN(C)c1ccc(/C=N/NC(=O)CNC(=O)/C=C/c2ccccc2)cc1	25	-1.4	-1.8	-3	0	-2.4	5	-5	2	-1.6
COc1ccccc1CN(C)C(=O)C(c1ccccc1)c1ccccc1	-5	-0.2	2.2	-13	0	0.2	-9	8	-3	-2.1
NC(=O)c1ccc(NC(=O)CSc2nnc(-c3ccncc3)n2Cc2ccco2)cc1	.	2.5	-0.8	.	-1	-4.4	.	.	.	.
O=S(=O)(NCCCN1CCN(c2ccccc2F)CC1)c1cccc2cccnc12	19	.	3.3	-4	.	2.1	2	15	-17	-0.3
COc1ccc(C(=O)N2CCN(S(=O)(=O)c3ccc4c(c3)OCCO4)CC2)cc1OC	4	0.9	0.3	-5	-4	-0.2	-2	4	-16	-1.6
COC(=O)c1c(NC(=O)c2ccc([N+](=O)[O-])o2)sc2c1CCN(C(C)C)C2	-120	31*	101*	24	16	100*	3	26	15	-3.2
COc1ccc(-c2cc(C(F)(F)F)n3nc(C(=O)NCCCn4ccnc4)cc3n2)cc1	0	0.9	0.6	-166	.	2.4	-2	-2	3	-1.9
CCOc1cc(/C=C\c2nc(O)c([N+](=O)[O-])c(=O)[nH]2)ccc1OC(C)CC (configuration not stated)	3	3.1	0.2	-5	1	0.3	8	6	-2	0.1
O=[N+]([O-])c1ccc(Oc2ccc(S(=O)(=O)Nc3ccccc3)cc2)cc1	.	.	-0.3	1	.	1.2	-2	11	-7	-1.0
O=C(CCl)Nc1ccc(Sc2ccc(NC(=O)CCl)cc2)cc1	2	1.4	.	0	12	.	1	0	1	-0.1
COc1ccc(C2C(C(=O)Nc3cccnc3)=C(C)Nc3nc(-c4cccs4)nn32)cc1OC (configuration not stated)	.	1.2	2.1	-15	-1	0.0	-1	4	-4	-1.3
CC1/C(=N/O)CC(c2ccccc2)N(C)C1c1ccccc1 (configuration not stated)	43	0.8	4.9	-2	.	1.4	-9	0	1	-0.1
Cc1ccc(NS(=O)(=O)c2c(C)[nH]c(C)c2C(=O)N2CCCCC2)c(Br)c1	30	0.6	2.0	-1	-3	-1.0	-1	0	-11	-1.7
C=CCn1c(O)c(N=O)c2cc(C)ccc21	-22	4.7	3.4	0	-2	4.6	-5	-5	-33	-1.9
Cc1ccc(N(Cc2cc3ccccc3[nH]c2=O)S(=O)(=O)c2ccccc2)cc1	-32	5.0	4.5	1	-1	3.3	0	-2	-9	-0.7
Cn1c(=O)n(C)c2cc(NS(=O)(=O)c3ccc(F)cc3)ccc21	-30	4.0	-0.8	1	.	-1.6	-1	4	-4	0.5

The list goes on; the last 4 above are carried over.
SMILES	PfHsp90 set2	phage Ecoli inh	AddAB inh	Rtt109 Vps75	Wnt act	E coli growth	DAGLB inh	Tat export inh	PvdQ inh	CAL PDZ inh
Cc1ccc(NS(=O)(=O)c2c(C)[nH]c(C)c2C(=O)N2CCCCC2)c(Br)c1	30	0.6	2.0	-1	-3	-1.0	-1	0	-11	-1.7
C=CCn1c(O)c(N=O)c2cc(C)ccc21	-22	4.7	3.4	0	-2	4.6	-5	-5	-33	-1.9
Cc1ccc(N(Cc2cc3ccccc3[nH]c2=O)S(=O)(=O)c2ccccc2)cc1	-32	5.0	4.5	1	-1	3.3	0	-2	-9	-0.7
Cn1c(=O)n(C)c2cc(NS(=O)(=O)c3ccc(F)cc3)ccc21	-30	4.0	-0.8	1	.	-1.6	-1	4	-4	0.5
CCCC(CCC)C(=O)Oc1cc(C)[nH]c(=O)c1[N+](=O)[O-]	11	0.6	1.3	-4	0	-1.4	-1	-2	-6	-1.2
CN1CCN(C2=C(Cl)C(=O)N(C3CCCCC3)C2=O)CC1	-29	0.4	1.5	-4	-7	0.3	-1	5	-9	-2.6
C/C(CC1(O)C(=O)N(Cc2ccccc2)c2ccccc21)=N\O (configuration not stated)	-10	1.8	2.7	-3	2	3.5	-1	-2	-7	-2.6
O=C(C(=O)N1CCN(c2ccc(F)cc2)CC1)N1CCCCC1	4	4.4	0.8	-3	0	-1.1	-3	9	5	-0.5
C[C@H](NC(=O)[C@@H]1Cc2ccccc2CN1C(=O)OC(C)(C)C)C(=O)NC1CCCC1	35	1.8	2.2	-2	2	-2.6	2	-3	-8	-2.9
Cc1cc(C)c2c(c1)C1C=CCC1C(c1ccc(S(=O)(=O)N3CCOCC3)cc1)N2 (configuration not stated)	21	1.7	0.1	5	.	-1.6	0	-7	-5	-0.7
O=C(Cn1ncc2c([nH]c3ccccc32)c1=O)Nc1ccc(F)cc1F	4	0.6	6.9	0	-2	1.2	15	0	-7	-1.7
CCc1noc(C)c1C(=O)NNC(=O)c1cc(OC)cc(OC)c1	-19	0.2	2.0	1	1	-0.2	-3	-10	-11	0.6
CCCS(=O)(=O)C(=C1Nc2ccccc2N1)S(=O)(=O)CCC	9	2.0	-2.5	1	-1	0.2	5	0	-6	-0.2
Cc1ccc(CN2CC(C(=O)N(C)CC(=O)Nc3cccc(F)c3)CC2=O)cc1 (configuration not stated)	14	-0.6	2.2	0	-5	2.2	0	-5	-11	-0.7
CCOc1ccccc1NC(=S)NC(=O)c1ccco1	-14	2.1	.	-11	1	.	-5	3	0	-3.8
Cc1cccc(N/N=C/c2ccncc2)c1	-4	0.2	1.6	-8	13	0.0	2	-5	-3	-0.7
CNC(=O)c1ccc2c(c1)nnn2C	-8	5.6	1.7	-6	-3	-0.1	1	-1	-8	0.2
CCOC(=O)C1(Cc2ccccc2C(F)(F)F)CCN(CC2CC2)CC1	4	0.0	3.9	-7	5	-1.2	-1	-1	-13	-2.1
C/C(CC(=O)Nc1ccc(C)c(Cl)c1)=N\NC(=O)C1CCCCC1	27	3.0	4.9	-3	0	0.8	2	-1	0	-0.5
CCC(C(=O)N1CCN(c2cccc(Cl)c2)CC1)c1ccccc1 (configuration not stated)	2	1.6	-1.2	-6	.	-1.7	-7	4	-10	.
CC(C)Oc1ccc(CNC(=O)C2CCCN(S(=O)(=O)N3CCOCC3)C2)cc1 (configuration not stated)	-37	2.6	2.2	2	2	-1.4	-1	0	-8	-0.9
COC(=O)c1cc(OC)c(OC)cc1NC(=O)CSc1nnc(-c2cccnc2)n1C	.	1.1	2.6	-2	.	0.9	1	-1	-18	-1.4
O=C(COc1ccccc1C(=O)Nc1ccccc1)c1ccc(F)cc1	12	0.0	4.9	-8	-2	-0.5	-8	-1	-11	-0.4
Nc1ncnc2oc(-c3ccco3)c(-c3ccco3)c12	-1	-0.2	-0.4	2	.	-0.2	-2	-7	10	-0.3
CCOC(=O)C1CCCN(C(=O)CN2C(=O)NC(C)(c3ccc4ccccc4c3)C2=O)C1 (configuration not stated)	13	1.2	2.4	6	1	0.8	0	4	-13	-1.6
O=C(CN1N=C(c2ccccc2)CCC1=O)NCCN1CCc2ccccc2C1	14	3.8	-1.1	3	.	-1.4	-2	2	-13	-0.7
Brc1cc2c(cc1CN1CCc3ccccc3C1)OCO2	4	4.0	0.8	1	0	-3.2	-13	-5	-5	2.6
Cc1ccc(S(=O)(=O)c2nnn3c2nc(Nc2cccc(C)c2)c2ccccc23)cc1	3	1.3	1.3	-32	1	3.2	1	-4	-9	0.2
Cc1ccc(/C=N/n2c(-c3ccncc3)n[nH]c2=S)s1	-3	2.8	0.2	6	0	0.6	-1	-5	-9	-0.1
Cc1ccc(O)c(NC(=S)NC(=O)/C=C/c2ccccc2)c1	-3	-3.0	-3.4	1	2	-5.4	0	-4	-14	0.3
COc1ccc(/C=C(\NC(=O)c2cccs2)C(=O)N2CCOCC2)cc1OC	14	4.5	0.8	-5	-2	-0.3	-1	-2	-11	-0.2
COc1ccc(C(=O)n2nc(-c3ccc(Cl)cc3)nc2N)cc1OC	10	3.8	4.1	4	.	0.1	-5	-7	10	-1.0
CC1=C(C(=O)Nc2ccccc2)C(c2ccccn2)n2ncnc2N1 (configuration not stated)	4	1.9	3.6	6	.	0.6	-2	13	3	-3.0
COc1cc(OC)cc(C(=O)N2CCC(N3CCN(c4ccccc4)CC3)CC2)c1	-8	-2.8	0.0	-11	-4&0	-2.7	0	3	12	.
O=c1[nH]cnc2scc(-c3cccs3)c12	6	3.6	2.6	1	0	0.1	-1	-4	-8	-1.8
CN(C)c1cccc(C(=O)OCC(=O)Nc2ccccc2Cl)c1	-11	3.0	-0.4	-17	3	1.4	-20	8	5	0.3
CCOC(=O)C(C)Sc1nc(-c2cccs2)ccc1C#N (configuration not stated)	-17	-0.6	-0.7	-3	.	0.2	-6	10	-7	.
O=[N+]([O-])c1ccccc1S(=O)(=O)Oc1ccc(C(=S)N2CCOCC2)cc1	4	4.0	-0.6	.	0	-0.9	-2	-11	0	-1.1
Cc1cc(C)c2sc(NC(=O)c3ccc([N+](=O)[O-])o3)nc2c1	74	2.9	3.3	-9	-1	2.0	-1	-13	-16	-1.0
COCCCNC(=O)CSC1=Nc2ccccc2C2=NC(c3ccccc3)C(=O)N12 (configuration not stated)	1	5.0	1.0	-5	-3	-0.7	-3	4	-12	-1.1
CCOC(=O)NCCc1ccc(OC)cc1	8	0.1	-1.1	-2	1	-0.2	-2	6	4	-0.6
CCN1CCN(C(=O)c2ccccc2N(Cc2ccccc2)S(=O)(=O)c2ccc(C)cc2)CC1	-19	2.8	-2.4	1	-5	-2.8	1	2	-3	-1.2
